CSN deneddyl inh – CSN deneddylation inhibition | Q92905 | Purified CSN, SCF-Nedd8-OG deneddylation, fluorescence polarization | inhibition, % at 12.5 µM | 360,000 tested, 0.38% active;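 active = pattern-corrected inhibition above about 35%, with an unprinted fluorescence ratio check between 0.5 and 1.5, limit read from the data, passing the limit was not always enough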;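 also: 0% = enzyme with substrate and 100% = substrate without enzyme; some results filed as inactive read as strong as hits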
Target sequence (Q92905 whole entry, looked up, one chain of several): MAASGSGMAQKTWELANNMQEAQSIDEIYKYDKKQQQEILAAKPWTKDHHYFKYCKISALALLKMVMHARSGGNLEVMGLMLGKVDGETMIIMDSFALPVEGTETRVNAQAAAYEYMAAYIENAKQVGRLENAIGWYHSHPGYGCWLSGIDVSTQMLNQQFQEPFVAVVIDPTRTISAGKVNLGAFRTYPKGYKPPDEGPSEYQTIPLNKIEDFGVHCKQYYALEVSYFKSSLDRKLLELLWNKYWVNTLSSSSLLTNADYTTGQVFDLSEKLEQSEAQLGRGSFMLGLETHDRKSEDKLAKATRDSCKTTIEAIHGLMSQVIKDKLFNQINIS
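Material: purified human Csn5 enzyme expressed in HEK293T cells / Medium: Tris buffer pH 7.5, NaCl, DTT, Tween-20, trehalose, ovalbumin / Compound dosing: 12.5 µM single point / Schedule: 90 min incubation of compound, enzyme and substrate at room temperature / Signal: fluorescence polarization of the substrate / Control set: no-enzyme wells high, enzyme-with-substrate wells low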
MT1-MMP act inh – blocks activation of human MT1-MMP; HT1080 RFP-PRO-GFP cells, GFP/RFP ratio fluorescence, overnight; percent of plate control window, DMSO zero; GFP/RFP ratio change, % at 20 µM; 360,000 tested, 0.061% active;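 active = GFP/RFP ratio change of at least 30% with cell ATP level not reduced by more than half and red fluorescence within 50% of control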; also: strong numbers were not always called active
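Test system: HT1080 cells expressing an RFP-PRO-GFP fluorescent reporter construct / Compound dosing: single-point 20 µM compound, 1% DMSO / Schedule: cells overnight before dosing, compound overnight, 37 °C, 5% CO2 / Evaluation: GFP/RFP fluorescence ratio / Control set: DMSO and RFP-L50D-GFP cell wells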
MLLE-PAM2 inh – inhibitors of microRNA-mediated deadenylation, human PABP1 MLLE binding. inhibition, % at 20 µM. P11940. AID 588489. 360,000 tested, 0.36% active. GST-MLLE / FITC-PAM2 fluorescence polarization; in the data active = inhibition above about 35%, passing the limit was not always enough;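 also: plate controls were DMSO wells with GST-MLLE for no effect and wells lacking GST-MLLE protein for full effect; some results filed as inactive read as strong as hits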
eLon inh – inhibitors of E. coli Lon protease. P0A9M0. purified E. coli Lon protease, fluorescence polarization. inhibition, % at 7.94 µM. 360,000 tested, 0.42% active. AID 602123; in the data active = inhibition above about 13%, passing the limit was not always enough;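 also: 0% = enzyme with probe and DMSO and 100% = no enzyme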
Rpn11 block – blocks the human proteasome subunit Rpn11. human 26S proteasome, Ub4-pepOG fluorescence polarization; 20S core pre-blocked with epoxomicin. calls only at 20 µM. 360,000 tested, 0.59% active. AID 588493;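 active = inhibition at 20 µM, scaled to each plate's controls, above about 33%, limit read from the data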
Target sequence (O00487 whole entry, looked up): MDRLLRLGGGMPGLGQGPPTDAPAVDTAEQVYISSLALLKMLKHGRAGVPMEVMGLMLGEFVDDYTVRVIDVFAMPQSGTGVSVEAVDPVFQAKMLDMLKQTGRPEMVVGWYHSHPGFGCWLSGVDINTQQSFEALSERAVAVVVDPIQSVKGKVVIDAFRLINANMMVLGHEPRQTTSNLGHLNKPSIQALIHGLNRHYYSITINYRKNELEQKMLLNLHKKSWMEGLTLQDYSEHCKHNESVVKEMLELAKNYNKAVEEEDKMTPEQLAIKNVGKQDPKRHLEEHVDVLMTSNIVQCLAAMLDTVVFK
FAS-TE inh – blocks the thioesterase domain of human fatty acid synthase; recombinant FAS-TE, OMFH fluorogenic substrate, fluorescence endpoint; inhibition, % at 15 µM; 360,000 tested, 0.67% active; AID 602261;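 active = compounds whose normalised, plate-corrected inhibition of enzyme fluorescence in the single-dose primary screen is 50% or more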;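 also: 0% = DMSO with enzyme and 100% = substrate without enzyme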
MsrA act – activators of bovine methionine sulfoxide reductase A | purified bovine MsrA, absorbance read-out | activation, % at 10.6 µM | 360,000 tested, 0.3% active | AID 602163; in the data active = activation above about 7.5%;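 also: 0% = vehicle and 100% = reference activator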
MsrA inhibitor – bovine MsrA inhibition; purified bovine MsrA, absorbance read-out; inhibition, % at 15.5 µM; 360,000 tested, 0.75% active; AID 651718; in the data active = inhibition above about 4.5%;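 also: 0% = vehicle wells with enzyme and 100% = reference inhibitor wells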
Rin1-Abl PPI inh – blocks binding of human Rin1 to Abl; P00519+Q13671; TR-FRET Rin1/Abl binding, biochemical; inhibition, % at 7.35 µM; 360,000 tested, 0.4% active; AID 588664; in the data active = inhibition above about 5%, passing the limit was not always enough
* = called active by the depositor; i = inactive; / = no result given.

SMILES | CSN deneddyl inh | MT1-MMP act inh | MLLE-PAM2 inh | eLon inh | Rpn11 block | FAS-TE inh | MsrA act | MsrA inhibitor | Rin1-Abl PPI inh
CC(C)CN(CCCNC(=O)CN1C(=O)COc2ccc(S(=O)(=O)N3CCCC3)cc21)CC(C)C | -8 | -4 | 10 | 10 | i | -5 | -4 | -0.5 | -1
CCSc1nc(-c2ccco2)ccc1C#N | 13 | -8 | -4 | -6 | i | 40 | -1 | 2.3 | -4
C/C(=N\NC(=O)c1nnn(-c2nonc2N)c1-c1cccs1)c1ccc(O)cc1 | -2 | -9 | 1 | 1 | i | -1 | -3 | 2.6 | 0
CC1CCN(C(=O)CCNS(=O)(=O)c2ccc3c(c2)oc(=O)n3C)CC1 | 1 | -3 | 18 | -1 | i | -8 | -4 | -1.1 | 0
CCOc1cc(C(=O)NC(=S)Nn2cnnc2)cc(OCC)c1OCC | -1 | 1 | -8 | -9 | i | -4 | -1 | -0.4 | 2
C[n+]1ccc(C(=O)NCCC[N+](C)(C)C)cc1/C=N/O | 2 | -2 | -7 | 5 | i | -2 | -4 | 1.9 | 2
O=C(CN1C(=O)COc2ccccc21)c1cccc(Cl)c1 | -4 | 4 | 16 | -8 | i | 7 | -4 | 0.1 | 2
COc1ccc(CCNC(=O)CCS(=O)(=O)c2ccc3c(c2)oc(=O)n3C)cc1OC | 2 | 2 | 8 | -6 | i | -8 | -3 | -0.5 | -4
CCOc1cc(/C=N/NC(=O)Cn2nc([N+](=O)[O-])cc2C)ccc1OCc1ccc(F)cc1 | 0 | 2 | 0 | 1 | i | -1 | -13 | 3.1 | 1
CSCCC(NC(=O)c1ccccc1Cl)C(=O)NCCOc1ccc(C)cc1 (configuration not stated) | 4 | 0 | -9 | -10 | i | 1 | -2 | -0.8 | -2
Cc1nnc(NC(=O)CN2CCN(Cc3ccccc3)CC2)s1 | -1 | -1 | 6 | 0 | i | -6 | -4 | -1.2 | 2
CCOC(=O)NC(Nc1ncccn1)(C(F)(F)F)C(F)(F)F | 0 | 3 | -2 | -5 | i | -11 | -3 | 1.6 | -1
O=c1[nH]c(C2CCN(S(=O)(=O)c3ccccc3)CC2)nc2c1nnn2Cc1cccc(Cl)c1 | 3 | -2 | 0 | 0 | i | 20 | 0 | 0.7 | 4
CCCn1c(SCC(=O)NCCc2ccccc2)nnc1-c1ccco1 | 3 | 3 | 16 | -3 | i | -8 | -12 | 1.2 | -2
Cc1ccc2cc(C3C(C#N)=C(N)Oc4c3ccc3cccnc43)c(=O)[nH]c2c1 (configuration not stated) | 2 | -19 | -13 | 1 | i | 2 | -10 | / | 4
Cc1cc(C)c(S(=O)(=O)c2ccc(F)cc2C)c(=O)[nH]1 | -9 | 1 | -9 | -3 | i | -3 | -4 | 1.4 | 1
O=C(CSc1ncnc2nc[nH]c12)N1CCOCC1 | 3 | 4 | 1 | -7 | i | -4 | -2 | 0.7 | 2
COc1cc(/C=C/C(=O)OCc2cn3cc(Cl)ccc3n2)ccc1O | -5 | -8 | 3 | 10 | i | 2 | -8 | 1.4 | -2
Cc1ccc(C)c(SCC(=O)OCC(=O)Nc2ccc(S(=O)(=O)N3CCOCC3)cc2)c1 | 3 | 3 | 25 | -2 | i | -2 | -3 | 0.2 | 3
O=C(COC(=O)C1CC(=O)N(c2nc(-c3ccccc3)cs2)C1)c1ccccc1 (configuration not stated) | -2 | 1 | 3 | 9 | i | 19 | -4 | 1.4 | 4
COC(=O)c1ccc(-n2c(C)cc(/C=N/n3cnnc3)c2C)cc1 | -1 | -8 | -5 | -21 | i | -10 | -11 | 0.4 | -2
CCOC(=O)c1sc(C)c2c1NC(C)(c1cccc3ccccc13)NC2=O (configuration not stated) | -2 | -4 | -1 | 4 | i | 10 | -2 | 0.8 | 0
CCOc1ccc2[nH]cc(C(=O)N3CCN(C4CCCCC4)CC3)c(=O)c2c1 | 0 | 8 | -1 | 1 | i | -8 | -6 | 2.3 | 0
OC(COc1ccc2ccccc2c1Br)Cn1cnc(-c2ccccc2)c1 (configuration not stated) | 6 | 1 | 0 | -1 | i | 19 | 0 | -2.2 | -32
Cc1cc(C)c(S(=O)(=O)NCc2ccncc2)c(C)c1 | 1 | -8 | 1 | -1 | i | -6 | -1 | 0.1 | 2
COc1ccc(/C=N/c2oc(-c3ccccc3)cc2C#N)cc1OC | -9 | -1 | 1 | 5 | i | -2 | -5 | 1.4 | -2
COc1ccc([C@H]2CC(=O)C=C(c3cccc(OC)c3)C2)cc1 | 1 | 0 | 4 | -3 | i | 21 | -1 | 1.0 | 2
CSc1ccc(C(=O)C2CCCN(C(=O)CCc3cnn(C)c3)C2)cc1 (configuration not stated) | 1 | -4 | 10 | -6 | i | -2 | -3 | 0.6 | 0
CCOc1ccc(C(=O)NCC(c2cccs2)N2CCOCC2)cc1 (configuration not stated) | 3 | -5 | 11 | 0 | i | -10 | -3 | -0.6 | 3
COCCNC(=O)C(c1ccc(O)cc1)N(C(=O)CCC(=O)Nc1nccs1)c1cccc(C)c1 (configuration not stated) | -19 | -7 | -10 | -4 | i | 5 | -2 | 0.3 | -1
CN(C)CCCCOc1ccc(F)cc1 | 0 | 0 | 2 | -1 | i | -3 | -4 | -0.8 | 0
Cc1nccc(-c2cccc(N/N=C(\C#N)C(=O)c3ccccc3)c2)n1 | 2 | / | 7 | 8 | i | -1 | -3 | 0.4 | -1
O=C(Cn1cnnn1)NC1CCCN(Cc2ccccc2F)C1 (configuration not stated) | -1 | 3 | 4 | -6 | i | -5 | 0 | 1.6 | -2
O=C(c1ccco1)N1CCN(c2ncnc3scc(-c4ccc(F)cc4)c23)CC1 | -1 | 5 | 7 | -14 | i | 1 | -13 | 1.0 | 0
COc1ccc(OC)c(NC(=O)COC(=O)CCCN=C2NS(=O)(=O)c3ccccc32)c1 | -7 | -1 | -12 | 1 | i | -3 | 4 | 0.0 | 2
COc1ccc(C2CC(=O)c3c(ccc4ccccc34)N2)cc1OC (configuration not stated) | -3 | 1 | -10 | 1 | i | -2 | -2 | 1.1 | 1
Oc1c(C=Nc2ccc(Cl)cn2)sc2ccccc12 | 9 | -25 | 13 | -42 | i | -4 | -4 | 0.1 | -2
O=C(COC(=O)c1ccc(Cl)nc1)NCc1cccs1 | 11 | -1 | 4 | -8 | i | -2 | 5 | -0.4 | 2
O=S(=O)(O)c1cc(O)c2c(O)c(N=Nc3cc(Cl)ccc3O)c(S(=O)(=O)O)cc2c1 | 32 | 77* | 4 | 45* | i | 5 | -1 | / | 11*
COc1ccc(S(=O)(=O)Nc2ccc3c(c2)N(C(C)=O)CCC3)cc1 | 3 | -9 | 1 | -18 | i | 0 | -4 | -0.1 | 2
C/C(CC(=O)Nc1cc(Cl)ccc1Cl)=N\NC(N)=S | -1 | 1 | 9 | 1 | i | -5 | -7 | 0.8 | -3
c1ccc(C2(CN3CCNC[C@H]3Cc3cccc4ccccc34)CC2)cc1 | 3 | -2 | -9 | 5 | i | -78 | -10 | -0.1 | 2
COc1cc(/C=N/n2cnnc2)ccc1OC(=O)c1ccco1 | -9 | 2 | 7 | 10 | i | -2 | -2 | 0.0 | -2
COc1ccc(C)cc1NC(=O)CSc1cccc[n+]1[O-] | 3 | 3 | -1 | 0 | i | -4 | -1 | -1.1 | 2
COc1cc(/C=N/NC(=O)c2ccncc2)c([N+](=O)[O-])cc1OC | 3 | -3 | 4 | 10 | i | -7 | -4 | 1.4 | 1
CCCCc1nc(C(N)=O)c2[nH]c(=O)n(-c3ccc(OC)cc3OC)c2n1 | 1 | -5 | -4 | -12 | i | -1 | -2 | / | 4
COCCn1cnc2c1c(=O)n(CC(=O)c1ccc3c(c1)OCCO3)c(=O)n2Cc1ccccc1 | 6 | -4 | -13 | -8 | i | 14 | -9 | -1.1 | -1
COc1cccc(CNC(=O)c2nnn(CC(=O)Nc3cc(C)ccc3C)c2N)c1 | 11 | 3 | -9 | -3 | i | -10 | -10 | 1.2 | 1
O=C(NCc1ccccc1)C1Cc2c(-c3ccc4c(c3)OCO4)ccnc2O1 (configuration not stated) | 1 | 14 | -4 | -7 | i | 3 | -4 | -1.1 | 3
O=C(NN1C(=O)c2ccccc2C1=O)c1ccncc1 | 2 | 1 | -5 | 1 | i | -7 | -6 | 0.6 | 2
O=c1[nH]c2cc3c(cc2cc1CN(CC1CCCO1)S(=O)(=O)c1ccccc1)OCCO3 (configuration not stated) | 3 | -6 | 19 | 10 | i | -4 | 0 | 0.6 | 2
N=c1n(CCN2CCOCC2)c2ccccc2n1Cc1ccccc1Br | -1 | -5 | 8 | -4 | i | -8 | -3 | -0.6 | -7
O=C(O)c1cc2nc(-c3ccccc3)cc(C(F)(F)F)n2n1 | -2 | 3 | 4 | -2 | i | -5 | 0 | 1.1 | 1
CC(=O)Nc1ccc(C(=O)/C=C/c2ccco2)cc1 | 11 | / | 10 | -1 | i | -10 | -3 | 1.5 | 2
O=C1CCc2cc(S(=O)(=O)NC(Cc3ccccc3)C(=O)NC3CCCCC3)ccc2N1 (configuration not stated) | -3 | -5 | 4 | 3 | i | 1 | -1 | -0.4 | 1
O=S(=O)(c1ccc2ccccc2c1)N1CCN(S(=O)(=O)N2CCOCC2)CC1 | -1 | 0 | -4 | 7 | i | -12 | -6 | -0.4 | -3

Part of the list above, with values under each structure.
Below each SMILES – CSN deneddyl inh | MT1-MMP act inh | MLLE-PAM2 inh | eLon inh | Rpn11 block | FAS-TE inh | MsrA act | MsrA inhibitor | Rin1-Abl PPI inh
COc1ccc(C)cc1NC(=O)CSc1cccc[n+]1[O-]
    3 | 3 | -1 | 0 | i | -4 | -1 | -1.1 | 2
COc1cc(/C=N/NC(=O)c2ccncc2)c([N+](=O)[O-])cc1OC
    3 | -3 | 4 | 10 | i | -7 | -4 | 1.4 | 1
CCCCc1nc(C(N)=O)c2[nH]c(=O)n(-c3ccc(OC)cc3OC)c2n1
    1 | -5 | -4 | -12 | i | -1 | -2 | / | 4
COCCn1cnc2c1c(=O)n(CC(=O)c1ccc3c(c1)OCCO3)c(=O)n2Cc1ccccc1
    6 | -4 | -13 | -8 | i | 14 | -9 | -1.1 | -1
COc1cccc(CNC(=O)c2nnn(CC(=O)Nc3cc(C)ccc3C)c2N)c1
    11 | 3 | -9 | -3 | i | -10 | -10 | 1.2 | 1
O=C(NCc1ccccc1)C1Cc2c(-c3ccc4c(c3)OCO4)ccnc2O1 (configuration not stated)
    1 | 14 | -4 | -7 | i | 3 | -4 | -1.1 | 3
O=C(NN1C(=O)c2ccccc2C1=O)c1ccncc1
    2 | 1 | -5 | 1 | i | -7 | -6 | 0.6 | 2
O=c1[nH]c2cc3c(cc2cc1CN(CC1CCCO1)S(=O)(=O)c1ccccc1)OCCO3 (configuration not stated)
    3 | -6 | 19 | 10 | i | -4 | 0 | 0.6 | 2
N=c1n(CCN2CCOCC2)c2ccccc2n1Cc1ccccc1Br
    -1 | -5 | 8 | -4 | i | -8 | -3 | -0.6 | -7
O=C(O)c1cc2nc(-c3ccccc3)cc(C(F)(F)F)n2n1
    -2 | 3 | 4 | -2 | i | -5 | 0 | 1.1 | 1

High-throughput results (PubChem)
